# EP2 mod: modulators of human EP2 prostaglandin E2 receptor. P43116. EP2-expressing cells, cAMP HTRF FRET, PGE2 co-stimulation. induction, % at 25 µM. 0.83% of 260,000 active. AID 940;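 active = compounds whose cAMP rise, as percent of the full-agonist control response, exceeds 60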;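 note: rat C6 glioma line stably carrying human EP2 under a CMV promoter; the protocol text gives 20 µM as final concentration; 100% = response of wells given 1 µM PGE2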
# TRPN1 ag: activates the zebrafish TRPN1 channel | 0.18% of 220,000 active | activation, % at 3 µM | HEK293 zebrafish TRPN1-YFP, Fluo-8 calcium fluorescence; 100% = response to 87 µM carbachol;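 active = activation above its plate's cutoff, the mean activation of test wells on that plate plus 3 SD, cut at about 19% in these data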;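 note: 0% = DMSO alone and 100% = 87 µM carbachol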
#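 Material: zebrafish TRPN1-YFP in HEK293 cells; Doses: single test compound dose, 3 µM nominal, 0.3% DMSO; Timing: dye loading 1 h at 37 °C, then 30 min room temperature; Technique: intracellular calcium fluorescence with Fluo-8; Benchmarks: high carbachol 87 µM, low DMSO alone.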
# S1P4 antagonist: antagonists of human S1P4 receptor | O95977 | S1P4-expressing cells, antagonist mode, reporter read-out | inhibition, % at 4.98 µM | 0.26% of 220,000 active | AID 1510; in the data active = inhibition above about 29%;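 note: 0% = wells stimulated with agonist and 100% = vehicle wells without agonist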
# Target sequence (O95977 whole entry, looked up): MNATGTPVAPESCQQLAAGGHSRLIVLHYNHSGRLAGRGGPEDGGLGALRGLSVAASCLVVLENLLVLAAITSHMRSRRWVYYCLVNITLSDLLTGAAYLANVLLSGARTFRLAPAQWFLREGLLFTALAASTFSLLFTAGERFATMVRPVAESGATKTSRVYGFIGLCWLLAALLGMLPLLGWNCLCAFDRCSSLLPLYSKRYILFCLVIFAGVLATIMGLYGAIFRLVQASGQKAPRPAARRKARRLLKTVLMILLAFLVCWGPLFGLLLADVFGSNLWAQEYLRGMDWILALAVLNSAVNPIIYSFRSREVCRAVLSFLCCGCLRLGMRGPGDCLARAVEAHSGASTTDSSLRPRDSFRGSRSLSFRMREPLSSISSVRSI
# NPY-Y1 antag: NPY-Y1 (human) receptor antagonism; inhibition, % at 3.6 µM; P25929; HEK293-CNG Y1 cells, membrane potential fluorescence; NPY at EC95, then isoproterenol; 1% of 200,000 active; AID 1040;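 active = inhibition above the campaign mean inhibition of all tested compounds plus 3 SD, cut at about 20% in these data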;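 note: 0% = DMSO wells given NPY plus isoproterenol and 100% = isoproterenol alone without NPY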
# Target sequence (P25929 whole entry, looked up): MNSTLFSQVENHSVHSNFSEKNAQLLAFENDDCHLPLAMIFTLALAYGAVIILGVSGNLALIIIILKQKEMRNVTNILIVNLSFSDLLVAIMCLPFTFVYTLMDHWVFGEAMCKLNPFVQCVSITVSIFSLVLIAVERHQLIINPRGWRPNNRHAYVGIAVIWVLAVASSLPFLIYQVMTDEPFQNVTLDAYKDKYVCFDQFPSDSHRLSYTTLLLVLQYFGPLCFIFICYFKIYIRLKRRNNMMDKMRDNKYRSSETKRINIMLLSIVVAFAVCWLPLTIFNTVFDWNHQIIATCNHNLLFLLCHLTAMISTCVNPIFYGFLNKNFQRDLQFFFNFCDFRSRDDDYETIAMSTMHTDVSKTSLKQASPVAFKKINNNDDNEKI
#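 Assay system: HEK293 cells with Y1 receptor plus CNG channel | Probe or stimulus: NPY (25 nM), isoproterenol (1 µM), Ro 20-1724 (25 µM) | Timing: Compound incubation 1 h at room temperature, readout 45 min post-stimulation | Measured by: Membrane-potential fluorescent dye readout | Benchmarks: High control isoproterenol alone, low control NPY with isoproterenol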
# NPY2 pot ag: potentiators or agonists of human neuropeptide Y receptor Y2; cells expressing NPY-Y2, potentiator/agonist read-out; activation, % at 3.6 µM; 0.45% of 220,000 active; AID 1359; in the data active = activation above about 27%;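 note: cells stimulated with NPY near EC25 plus isoproterenol at EC100; 0% = vehicle plus submaximal agonist and 100% = vehicle plus saturating agonist; some results beyond the cut were filed as inactive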
# CHOP inh: inhibitors of CHOP induction in ER stress response. inhibition, % at 10 µM. CHO-K1 CHOP-promoter luciferase, tunicamycin-induced, 15-18 h. 3.8% of 220,000 active;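 active = compounds that reduced the stress-induced luciferase reporter signal by more than about 70% of percent inhibition, limit read from the data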;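 note: 0% = tunicamycin plus vehicle and 100% = wells without tunicamycin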
# TRPML3 ag: agonists of human TRPML3 channel; HEK293 TRPML3-YFP, Fluo-8 calcium fluorescence; 100% = the carbachol control signal; activation, % at 3 µM; 0.29% of 220,000 active; AID 1448;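 active = activation above its plate's cutoff, the mean activation of the plate's test wells plus 3 SD, cut at about 12% in these data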;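 note: 0% = DMSO only wells and 100% = carbachol wells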
#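 Test system: TRPML3-YFP stable HEK293 cells. Doses: single point at 3 µM. Incubation: dye loading 1 h 37 °C then 30 min ambient, 125 s read. Signal: Fluo-8 calcium dye fluorescence, ex 470-495, em 515-575 nm. Measure: percent activation from peak-to-basal fluorescence ratio, scaled between DMSO and carbachol.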
# NPY1 pot ag: human NPY-Y1 potentiation or agonism, primary screen; activation, % at 3.6 µM; AID 1304; P25929; 0.37% of 220,000 active; NPY-Y1 expressing cells, potentiator/agonist activation; in the data active = activation above about 33%, passing the limit was not always enough;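 note: cells stimulated with NPY at EC10 then isoproterenol at EC100; 0% = low agonist plus stimulus and 100% = saturating agonist plus stimulus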
# S1P4 ag: agonists of human S1P4 receptor; S1P4-expressing cell line, agonist reporter assay; AID 1509; 0.35% of 220,000 active; activation, % at 4.98 µM; O95977; in the data active = activation above about 11%;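 note: 0% = DMSO vehicle and 100% = reference agonist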
# * = called active by the depositor; x = not tested or not shown. Rows are unselected; 6.5% or so of the library scored in one or more.
SMILES,EP2 mod,TRPN1 ag,S1P4 antagonist,NPY-Y1 antag,NPY2 pot ag,CHOP inh,TRPML3 ag,NPY1 pot ag,S1P4 ag
NC(=O)c1sc2nc3c(c(-c4ccccc4)c2c1N)CCC3,49,-1.3,-36,3,17,71*,-1.1,-19,0.9
COc1cc(C(=O)NCc2nnc(SCC(=O)Nc3cccc(C)c3)o2)cc(OC)c1OC,13,1.1,11,-2,-8,21,0.9,-18,1.4
Cn1nc(-c2ccc(NCCO)c([N+](=O)[O-])c2)c2ccccc2c1=O,-4,-0.4,1,-1,-3,7,0.5,-17,1.2
COc1ccc(S(=O)(=O)N2CCCC2C(=O)Nc2nc3c(s2)CCCC3)cc1 (configuration not stated),12,1.0,3,4,17,55,1.1,10,-0.2
COc1ccc(-c2nc(=S)[nH][nH]2)cc1,12,0.9,-33,0,21,-19,0.8,-2,0.9
Cc1ccc2nc3c(cc2c1)c(NC(=O)C1CCCO1)nn3CC(C)C (configuration not stated),11,-1.2,-7,-3,6,6,0.3,1,1.9
CS(=O)(=O)NCCNc1ncc(C(F)(F)F)cc1Cl,20,0.2,2,3,6,9,1.8,3,1.6
CCN(CC)S(=O)(=O)c1ccc(OCC(=O)NC2CCS(=O)(=O)C2)c([N+](=O)[O-])c1 (configuration not stated),12,0.5,-14,9,2,4,0.6,16,0.8
COc1ccc(-c2cc(C(=O)NN)[nH]n2)cc1,-5,-0.1,-7,3,8,-6,0.3,-16,-2.4
CC(C)(CO)N=Cc1c(O)[nH]c2ccccc12,14,0.5,3,0,1,14,-0.6,-4,-0.6
COc1cc(C(=O)OCn2nnc3ccccc3c2=O)cc(OC)c1OC,22,0.4,9,6,-20,-21,-0.3,-31,0.0
CC(=O)Nc1nnc(-c2ccco2)o1,28,0.4,-2,0,-10,16,0.8,19,-1.5
CCOC(=O)N1CCN(C(=O)C(CC(C)C)NC(=O)C2CCCCC2)CC1 (configuration not stated),8,-0.2,-4,3,4,-13,-0.4,14,-0.6
COCCNC(=S)N(CCc1c(C)[nH]c2ccc(C)cc12)Cc1ccco1,-20,-2.4,-6,-3,24,38,0.8,15,-0.2
O=C(NCCN1CCOCC1)c1cc(Sc2ccc(F)cc2F)nc2ccccc12,16,0.3,-12,2,5,-1,0.1,1,0.0
Cc1onc(-c2ccccc2)c1C(=O)N/N=C/c1cc2c(cc1Cl)OCO2,38,-1.0,-16,-5,-8,8,-0.8,10,0.7
CC(C)(C)NC(=O)C(=O)NNC(=O)c1ccccc1,26,1.5,-2,2,6,-15,0.6,8,1.5
COc1ccccc1/C=C/C(=O)NC(=S)Nc1ccc(S(=O)(=O)N(C)c2ccccc2)cc1,-27,1.4,-2,7,1,4,0.5,5,3.7
CCC(C)(C)n1nnnc1CN(Cc1ccc(Cl)cc1)Cc1ccco1,60,-1.6,9,24*,-23,54,-0.7,-37,0.5
O=C(C1=NN[C@@H]2C(=O)N(c3cccc(F)c3)C(=O)[C@H]12)c1cnccn1,15,1.1,16,x,7,-4,0.6,-2,-0.2

# Of the compounds above, 5 have a halogen.
SMILES,EP2 mod,TRPN1 ag,S1P4 antagonist,NPY-Y1 antag,NPY2 pot ag,CHOP inh,TRPML3 ag,NPY1 pot ag,S1P4 ag
CS(=O)(=O)NCCNc1ncc(C(F)(F)F)cc1Cl,20,0.2,2,3,6,9,1.8,3,1.6
O=C(NCCN1CCOCC1)c1cc(Sc2ccc(F)cc2F)nc2ccccc12,16,0.3,-12,2,5,-1,0.1,1,0.0
Cc1onc(-c2ccccc2)c1C(=O)N/N=C/c1cc2c(cc1Cl)OCO2,38,-1.0,-16,-5,-8,8,-0.8,10,0.7
CCC(C)(C)n1nnnc1CN(Cc1ccc(Cl)cc1)Cc1ccco1,60,-1.6,9,24*,-23,54,-0.7,-37,0.5
O=C(C1=NN[C@@H]2C(=O)N(c3cccc(F)c3)C(=O)[C@H]12)c1cnccn1,15,1.1,16,x,7,-4,0.6,-2,-0.2

# (more compounds)
SMILES,EP2 mod,TRPN1 ag,S1P4 antagonist,NPY-Y1 antag,NPY2 pot ag,CHOP inh,TRPML3 ag,NPY1 pot ag,S1P4 ag
Cc1c(Br)c(-c2n[nH]c(=S)n2Cc2ccco2)nn1C,42,1.2,-10,7,-4,3,0.4,-21,0.0
Cc1ccc(-n2c(C)cc(C(=O)CSc3nncs3)c2C)cc1,-4,2.9,-19,-5,6,28,0.2,-7,1.6
COc1cccc(-c2cc(C(=O)N3CCN(Cc4ccccc4)CC3)no2)c1,-44,0.3,-2,5,0,-8,0.5,-16,1.6
COC(=O)C1=C(C)Nc2sc(C(N)=O)c(N)c2C1c1ccncc1 (configuration not stated),21,0.3,-24,3,11,6,0.2,-9,0.2
COc1ccccc1NS(=O)(=O)c1ccc(S(=O)(=O)N2CCOCC2)cc1,-55,1.5,-1,3,1,-6,0.8,4,0.7
C=CCNC(=O)/C(C#N)=C/c1ccc(SC)cc1,-35,-0.2,-11,0,-7,1,0.7,10,1.3
Nc1nnc(SCc2cc3c(cc2Cl)OCO3)s1,8,1.8,-7,8,-6,5,0.3,-8,0.7
O=C(COC(=O)CNS(=O)(=O)c1ccc2ccccc2c1)Nc1ccc2c(c1)OCO2,22,-0.9,-8,6,-10,-5,-0.6,-16,-1.8
COC(CC(=O)NNC(=S)Nc1ccccc1)OC,24,2.5,-9,2,-1,26,0.2,6,1.1
O=C(CCC(=O)Nc1ccc(Oc2ccccc2)cc1)NCCO,-3,0.4,-21,-1,0,7,0.1,0,-1.0
CN(C)CCSc1nnc(-c2ccccc2)o1,-17,-0.3,-6,2,2,17,0.6,4,1.1
CCN(C#N)c1nc(NC(C)C)nc(NC(C)(C)C)n1,18,-0.9,-14,-5,5,20,0.1,12,-0.9
Cc1noc(C)c1C(=O)NCc1cccs1,16,-0.6,-5,-1,4,11,0.6,-9,-1.3
CC(=O)NNc1cc(C)nc(N)n1,14,2.5,2,x,-7,-9,0.9,14,-0.3
O=C(NC1CC1)c1cccc(Nc2ccc(-c3ccc4c(c3)OCCO4)nn2)c1,-21,2.1,-15,-10,11,3,0.8,-18,0.7
COc1cc2c(cc1OC)CN(C(=S)Nc1ccc(Cl)cc1)CC2,-43,4.0,-4,x,10,8,1.4,23,0.6
O=C(NCCO)c1ccc2nc(-c3ccco3)c(-c3ccco3)nc2c1,-9,0.1,9,3,3,-17,1.5,0,-1.4
CCOC(=O)CCCNC(=O)CN1C(=O)NC(CCc2ccccc2)C1=O (configuration not stated),13,1.0,1,-4,5,26,0.6,10,-1.2
CC(=O)Oc1ccc(C(=O)Nn2cnnc2)cc1,x,0.6,-10,-1,-6,x,1.2,-14,1.7
CC(C)(C)N(CC#CCC(O)(c1ccccc1)c1ccccc1)CCO,-34,1.4,-15,x,-5,-1,0.9,-5,1.2
Cn1c(-c2ccccc2)cnc1SCC(=O)N1CCCCC1,21,0.9,-10,0,0,45,0.6,-16,-0.7
O=C(NCCc1ccccc1)c1ccccc1NC(=O)C1CCCO1 (configuration not stated),-22,-0.6,5,1,-1,0,0.1,9,-1.6
CCCn1c(SCC(=O)NC2CCCc3ccccc32)n[nH]c1=O (configuration not stated),-11,1.5,-11,3,-6,10,0.2,-3,0.3
CC(=O)NC(CC(=O)N(C)Cc1c(F)cccc1Cl)c1ccccc1 (configuration not stated),11,-1.4,2,-3,6,11,-0.7,-4,0.0
Cn1c(=O)[nH]c(=O)c2c1nc(NCCCn1ccnc1)n2Cc1cccc(Br)c1,28,-0.8,-5,2,10,20,0.3,11,-0.6
Cc1cc(C(=O)COC(=O)C2CCN(C(=O)c3ccc(Cl)cc3)CC2)c(C)n1CC1CCCO1 (configuration not stated),-37,4.2,-17,-3,16,54,2.5,8,1.2
COc1ccccc1C/C(N)=N/OC(=O)COc1ccccc1C,1,-1.8,-8,2,-19,39,-0.8,-32,-2.4
CN(CC(=O)Nc1ccc(S(=O)(=O)N2CCCC2)cc1)Cc1ccc(Cl)c(Cl)c1,-10,-1.0,-10,-3,9,26,2.5,27,0.7
Cc1ccc(NC(=S)N2CCCC(O)C2)cc1 (configuration not stated),13,1.1,-13,3,-16,1,0.8,1,0.9
CCOc1ccccc1NC(=S)N1CCCc2ccccc21,51,0.7,-2,0,0,25,0.9,11,0.2
O=C(Cn1cnc2c(nnn2Cc2ccccc2)c1=O)N1CCCc2ccccc21,-2,1.7,1,2,12,22,0.0,4,0.2
CCn1nc(C)c(CNC(=O)CC2C(=O)NCCN2CC(C)C)c1C (configuration not stated),7,0.7,1,1,-8,-1,0.3,4,0.4
O=C(c1cccs1)N1CCCC1,23,-1.2,-8,3,-14,0,0.1,4,-0.7
Cc1cc(C)c2cc(CN(CC3CCCO3)C(=O)NC3CCCCC3)c(=O)[nH]c2c1 (configuration not stated),x,-0.4,-6,6,4,x,0.0,-40,-0.2
CCOC(=O)C1CCN(C(=S)Nc2ccc(C)cc2)CC1,-10,1.8,3,5,5,7,1.0,-5,0.8
N#Cc1c(NC(=O)c2ccccc2)sc2c1CCCCC2,-30,-1.7,-6,4,6,20,-0.7,-37,2.5
COc1ccccc1-c1nnc(NC(=O)C(C)Sc2nncn2C)s1 (configuration not stated),-2,0.9,8,2,1,29,1.2,-5,1.6
Cc1ccc(N2CCN(CC3CC=CCC3)CC2)cc1 (configuration not stated),25,-1.3,1,-1,22,34,1.3,21,0.3
COc1cc(/C=N/NC(=O)c2nonc2N)cc(OC)c1OC,-16,0.0,-6,-1,-5,16,0.7,2,-0.8
O=C(Nc1cccc([N+](=O)[O-])c1)c1ccc(CSc2ccccc2)cc1,-16,0.2,4,4,2,63,0.5,-29,-0.7
CCO[C@H]1OC(C(=O)N2CCN(Cc3ccc4c(c3)OCO4)CC2)=C[C@@H](c2csc3ccccc23)[C@@H]1CCCO,-13,1.5,14,6,-17,26,0.9,-17,-0.9
CCc1ccc(NC(=O)COc2ccc(Br)cn2)cc1,-14,-0.7,-4,-2,8,36,0.7,1,-1.7
CS(=O)(=O)N1CCN(c2ccc(C(=O)N3CCOCC3)cc2[N+](=O)[O-])CC1,5,0.2,-15,5,14,8,-0.1,1,2.6
Cc1ncc(S(=O)(=O)c2ccccc2)c(-c2ccccc2Cl)n1,31,-0.4,11,4,3,15,0.7,7,-2.9
O=C(CSc1nnc(Nc2ccccc2)s1)Nc1cccnc1Cl,0,-0.6,0,-3,10,-4,0.3,-10,63*
COc1cc(OC)cc(C(=O)N[C@H](C(=O)OCC(N)=O)C(C)C)c1,6,-0.2,-30,1,-3,21,0.5,-4,1.4
Cc1nc2cc(NC(=O)NCCCO)ccc2o1,14,0.7,-2,-7,1,-30,0.9,0,1.9

# Compound activity as filed in PubChem BioAssay.
